WRN helicase inh: qHTS for Inhibitors of WRN Helicase; Potency, µM (doses to about 114 µM), for inactives: at the highest dose activity change, negative = inhibition, most hits filed as inhibitors; Bifunctional 3'-5' exonuclease/ATP-dependent helicase WRN (Homo sapiens), Q14191; actives 0.46% (n = 360,000); WRN helicase unwinding, fluorescent forked duplex, kinetic; AID 651768, 2012; note: potency is the fitted concentration of half-maximal effect; % is set by controls: 0 for no effect and ±100 for the full control effect; nearly all actives have a fitted effect of over 55% in size
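Screening of the MLSMR collection measured strand separation of a quenched forked DNA duplex (100 nM) by 20 nM WRN with 2 mM ATP, all final. Compounds were preincubated with enzyme 15 min at room temperature.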
IL-2 act: qHTS of IL-2 Activators; IL-2 activation reporter assay, cell-based qHTS; stimulated with anti-CD3/CD4/CD28 beads; in transgenic mouse T cells; activation, % (series mostly up to about 46 µM); actives 0.065% (n = 360,000); AID 652025, 2013; in the data active = activation above about 50%; inconclusive = mostly about 30% to 49%; note: 0% is about no effect
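Unstimulated transgenic mouse T cells preincubated 60 min with compound, then stimulated with anti-CD3/anti-CD4-coated beads plus anti-CD28 for 18 h at 37 degrees C. IL-2 response read as EGFP and DsRed fluorescence by plate cytometry.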
CCT chaperon mod: High-Throughput Screening for Modulators of Cytosolic Chaperonin Activity. purified chaperonin ATPase assay, HTRF ADP detection, 30 min. activity change, % (concentration not given with the values), hits read low. AID 651819, 2012. actives 0.3% (n = 360,000); in the data active = activity change below about -30%; note: % is set by controls: 0 for no effect and ±100 for the full control effect
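TRiC (40 or 20 nM final, by batch activity) in 30 mM Tris pH 7.4, 100 mM KCl, 5 mM MgCl2, 1 mM DTT was treated with compound at 76 uM single dose, then 10 uM ATP, 30 min at 37 °C. ADP was read by HTRF Transcreener.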
EPAC1 antagonist: qHTS for Antagonist of cAMP-regulated guanine nucleotide exchange factor 3 (EPAC1): primary screen | EPAC1 GEF assay, Rap1b-BODIPY-GDP exchange fluorescence | Potency, µM (highest dose often 115 µM), for inactives: top-dose activity change, negative = inhibition, usual class: inhibitors | actives 0.14% (n = 360,000) | AID 720709, 2013 | Rap guanine nucleotide exchange factor 3 (Homo sapiens), O95398;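 note: potency is the fitted concentration of half-maximal effect; plate controls were vehicle for no effect and positive control for full effect; nearly all actives have a fitted effect of over 50% in size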
PLK1 PBD block: qHTS for Inhibitors of PLK1-PDB (polo-like kinase 1 - polo-box domain): Primary Screen | Plk1 PBD binding of FITC phosphopeptide, fluorescence polarization | Serine/threonine-protein kinase PLK1 (Homo sapiens), P53350 | Potency, µM, for the others: max response, negative = inhibition, actives largely listed as inhibitors | actives 2.8% (n = 360,000); note: potency is the fitted concentration of half-maximal effect; series mostly up to about 57 µM; % is set by controls: 0 for no effect and ±100 for the full control effect; nearly all actives have a fitted effect of over 65% in size
EPAC1 ag: qHTS for Agonist of cAMP-regulated guanine nucleotide exchange factor 3 (EPAC1): primary screen | EPAC1 agonist qHTS, biochemical assay; response scale: 100% = response to 6.5 mM cAMP | actives 0.073% (n = 360,000) | Rap guanine nucleotide exchange factor 3 (Homo sapiens), O95398 | Potency, µM (top dose mostly 154 µM), without a hit: at the top dose activation, hits mostly activators | AID 720707, 2013; note: potency is the fitted concentration of half-maximal effect; nearly all actives have a fitted effect of over 60% in size
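Fluorescent GDP-exchange assay: 100 nM EPAC1 with 250 nM Rap1B preloaded with BODIPY-GDP and 50 uM GDP; compounds tested as concentration series, 5 min at room temperature, then read every 5 min for 30 min (ex 480/em 540 nm); normalized to 6.5 mM cAMP.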
EPAC2 agonist: qHTS for Agonist of cAMP-regulated guanine nucleotide exchange factor 4 (EPAC2): primary screen; EPAC2 activation, biochemical qHTS; response scale: 100% = 6.5 mM cAMP response; Potency, µM (doses to about 154 µM), without a hit: top-dose activation, actives largely listed as activators; AID 720711, 2013; actives 0.079% (n = 360,000); Rap guanine nucleotide exchange factor 4 (Homo sapiens), Q8WZA2; note: potency is the fitted concentration of half-maximal effect; nearly all actives have a fitted effect of over 50% in size
Target sequence (Q8WZA2 whole entry, looked up): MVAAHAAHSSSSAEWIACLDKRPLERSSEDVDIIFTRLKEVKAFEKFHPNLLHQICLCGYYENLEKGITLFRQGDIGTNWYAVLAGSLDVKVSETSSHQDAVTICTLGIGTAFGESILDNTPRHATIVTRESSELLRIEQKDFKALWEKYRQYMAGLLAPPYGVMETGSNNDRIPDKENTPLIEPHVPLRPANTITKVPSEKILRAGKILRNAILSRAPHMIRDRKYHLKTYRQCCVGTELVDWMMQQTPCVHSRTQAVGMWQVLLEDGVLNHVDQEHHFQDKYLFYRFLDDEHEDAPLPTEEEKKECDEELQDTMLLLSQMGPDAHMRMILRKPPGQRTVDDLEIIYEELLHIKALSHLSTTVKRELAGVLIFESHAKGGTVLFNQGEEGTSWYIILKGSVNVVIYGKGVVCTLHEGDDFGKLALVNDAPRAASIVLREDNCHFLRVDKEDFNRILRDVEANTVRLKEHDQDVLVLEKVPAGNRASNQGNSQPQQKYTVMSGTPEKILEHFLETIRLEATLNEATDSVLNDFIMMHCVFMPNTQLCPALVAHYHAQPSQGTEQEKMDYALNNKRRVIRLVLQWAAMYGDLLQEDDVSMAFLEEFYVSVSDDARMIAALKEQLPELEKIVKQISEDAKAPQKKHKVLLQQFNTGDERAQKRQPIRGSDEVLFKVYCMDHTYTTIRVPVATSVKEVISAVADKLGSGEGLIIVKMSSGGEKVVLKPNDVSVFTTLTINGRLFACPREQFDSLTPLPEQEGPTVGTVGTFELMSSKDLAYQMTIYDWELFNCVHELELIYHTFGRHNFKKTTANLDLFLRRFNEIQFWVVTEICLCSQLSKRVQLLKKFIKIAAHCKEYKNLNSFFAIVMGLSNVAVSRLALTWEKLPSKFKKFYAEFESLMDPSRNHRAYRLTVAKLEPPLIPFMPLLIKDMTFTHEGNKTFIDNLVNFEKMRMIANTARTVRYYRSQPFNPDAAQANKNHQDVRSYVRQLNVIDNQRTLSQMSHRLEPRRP
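EPAC2 (100 nM) mixed with Rap1B loaded with BODIPY-GDP (250 nM) plus 50 uM unlabeled GDP; compounds pinned in, 5 min RT, then read every 5 min for 30 min (ex 480, em 540 nm). Normalized to cAMP control.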
PI5P4Ka inh: qHTS for Inhibitors of phosphatidylinositol 5-phosphate 4-kinase (PI5P4K). Phosphatidylinositol 5-phosphate 4-kinase type-2 alpha (Homo sapiens), P48426. actives 1.2% (n = 330,000). max response, %. PI5P4Kalpha enzyme, ADP-Glo luminescence, 60 min; stronger effect = lower value; active = max response of -50% or lower; inconclusive = between -30% and -50%; inactive = -30% or higher; note: value at the top dose of about 77 µM; % is set by controls: 0 for no effect and ±100 for the full control effect
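qHTS, 1536-well: enzyme/substrate mix, compound by pin tool, 5 microM ATP final; RT 60 min; ADP-Glo reagents 1 (45 min) then 2 (30 min); luminescence.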
The depositor's hits bear a star; ? = inconclusive; . = not tested or not shown; & = joins results of further samples; [ ] = another dose, or the depositor's remark. Unless noted, calls come from the whole dose curve; as a rule, active = well fitted curve in the direction sought with a large enough effect; inconclusive = small, poorly fitted or top-dose-only effect, or another doubt; inactive = no such curve, though single readings can be large; an effect the other way counts as inactive or inconclusive. Some of the compounds tested; count on the stated rates, not on these rows.

SMILES	WRN helicase inh	IL-2 act	CCT chaperon mod	EPAC1 antagonist	PLK1 PBD block	EPAC1 ag	EPAC2 agonist	PI5P4Ka inh
FC(F)(F)c1ccccc1/C=N/Nc1ccccn1	-5%	0.3	-0.6	0%	-2%	-1%	0%	8
CCOc1ccc(NC(=O)CC(Cc2ccc(Cl)cc2)C(=O)O)cc1 (configuration not stated)	8%	-3.2	-3.1	-1%	-4%	3%	10%	-1
O=S(=O)(c1ccc(Cl)cc1)N1CCN(c2ccc(N3CCOCC3)nn2)CC1	-5%	-0.4	-1.1	-18%	-8%	-1%	-3%	0
C[C@@H]1COc2cccc(N3CCC[C@H]3CO)c2S(=O)(=O)N1	5%	0.4	-2.0	7%	2%	3%	2%	-3
COc1cccc(-c2c(C(=O)N/N=C(\C)c3cccs3)nnn2-c2nonc2N)c1	2%	0.3	-0.2	-10%	0%	-2%	14%	-2
CC(C(=O)Nc1ccc(N(C)C)cc1)N1C(=O)c2ccccc2S1(=O)=O (configuration not stated)	5%	-1.0	-0.2	3%	-11%	10%	-3%	-5
O=C(CN1C(=O)C2C3C=CC(C3)C2C1=O)Nc1ccc(C(=O)O)cc1 (configuration not stated)	5%	-2.3	-1.3	7%	-7%	-6%	9%	.
CC(=O)N1CCc2cc(S(=O)(=O)NC(C(=O)NC(C)c3ccccc3)C(C)C)ccc21 (configuration not stated)	11%	-4.5	-1.4	2%	-2%	-9%	-2%	4
N#Cc1cc2c(nc1SCC(=O)NCc1ccc3c(c1)OCO3)CCCCC2	6%	-4.3	-1.3	0%	-10%	6%	-3%	.
CCOc1ccc(Cc2nnc(N)s2)cc1OCC	11%	0.5	-4.7	2%	-6%	12%	7%	2
O=C(OCc1c(Cl)cccc1Cl)c1ccccn1	3%	0.5	-2.3	-13%	-3%	0%	-8%	0
CCSc1nnc(-c2sc3nnc(-c4ccccc4)c(-c4ccccc4)c3c2N)o1	1%	1.3	-0.9	-11%	15µM*	2%	100µM*	-3
CCOc1ccc(CN2CCNC(=O)C2CC(=O)OC)cc1 (configuration not stated)	0%	-0.9	-1.1	-16%	1%	-10%	7%	-5
COc1ccc(C(=O)C2CCCN(C(=O)c3ccnn3C)C2)c(C)c1 (configuration not stated)	-34%	-5.1	0.5	-7%	-3%	-3%	5%	0
CCN(CC)S(=O)(=O)c1ccc2c(c1)N(CC(=O)NCCc1ccc(S(N)(=O)=O)cc1)C(=O)CO2	-28%	-3.1	-2.4	-18%	-15%	3%	14%	3
CCCN1C2CCCC1CC(NC(=S)Nc1cccc(C)c1C)C2 (configuration not stated)	-7%	-0.8	-0.2	7%	-12%	3%	11%	-4
CCN(CC)S(=O)(=O)c1cccc(C(=O)NC(C(=O)NCCc2ccccn2)C(C)C)c1 (configuration not stated)	1%	-0.6	1.9	-3%	1%	-4%	1%	-1
Cc1ccnc(NS(=O)(=O)c2ccc(NC(=O)Cc3ccc(Cl)cc3)cc2)n1	-3%	-1.5	-0.1	-2%	-1%	-9%	-5%	2
N=c1c(C(=O)NCc2ccccc2)cc2c(=O)n3ccccc3nc2n1CCCN1CCOCC1	-5%	0.1	-1.3	-7%	-21%	6%	1%	-6
COc1ccc(Cc2c(-c3ccccc3)nc3cc(C)c(Br)c(C)n23)c(C)c1	-10%	2.5	2.5	-1%	-2%	-5%	13%	5
CCOC(=O)c1[nH]c(C)c(C(=O)NCC2CCCO2)c1C (configuration not stated)	-6%	0.1	-1.3	4%	-11%	9%	2%	-4
COC(=O)C(C)Sc1ccc2nnc(CCNS(=O)(=O)c3ccc(C)cc3)n2n1 (configuration not stated)	7%	1.8	-1.5	4%	-8%	2%	7%	-2
C/C(=N/NC(=O)c1nnn(-c2nonc2N)c1-c1ccccc1)c1ccncc1	3%	1.1	0.4	17%	-2%	1%	7%	0
CCN(CC)CCCNS(=O)(=O)c1ccc(OC)cc1	-1%	-2.6	0.0	0%	-11%	15%	11%	.
CC(=O)N1Cc2ccccc2C(C)CC12CCCC2 (configuration not stated)	-2%	-5.0	-0.6	-22%	-8%	-1%	8%	2
SMILES	WRN helicase inh	IL-2 act	CCT chaperon mod	EPAC1 antagonist	PLK1 PBD block	EPAC1 ag	EPAC2 agonist	PI5P4Ka inh
COc1ccc(S(=O)(=O)N(C)CC(=O)O)c2ccccc12	10%	-3.2	-1.2	9%	-4%	1%	10%	.
O=C(NC1CCCC1)C(c1ccncc1)N(C(=O)c1csnn1)C1CCCC1 (configuration not stated)	2%	4.1	0.1	22%	4%	-12%	-4%	2
COc1ccc(NC(=S)NNC(=O)C2CC2c2ccc(C)cc2)cc1 (configuration not stated)	4%	1.2	-1.4	-5%	-6%	-11%	-5%	-1
O=C1CCC[C@@H]2C[C@@]3(C[C@@H]4CCN1[C@H]24)Nc1cc(Cl)ccc1NC3=NCc1ccccc1	5%	-0.3	1.4	14%	3%	-10%	5%	-5
CCN(C(=O)COc1ccc(C)nc1[N+](=O)[O-])C1CCS(=O)(=O)C1 (configuration not stated)	-3%	-4.2	-3.0	-24%	-4%	9%	0%	13
COc1ccccc1N1CCN(C(=O)c2cc(=O)c3ccc(C)cc3o2)CC1	9%	0.4	-0.1	12%	-15%	-9%	-7%	-3
N#CC(c1ccc(O)cc1)N1CCCCC1 (configuration not stated)	-18%	-2.6	-0.4	-9%	-2%	5%	4%	.
CC(C)c1ccc(NC2CCCN(C(=O)c3cnsn3)C2)cc1 (configuration not stated)	-4%	-1.1	1.8	-4%	-2%	?	2%	7
CC(C)(C)C1CCC(=NNc2nc3ccccc3[nH]2)CC1 (configuration not stated)	5%	0.3	-2.8	2%	-5%	-9%	-2%	-14
C[C@@]12C(=O)N(c3cccc(Br)c3)C(=O)N1[C@H](c1ccc(Cl)cc1)[C@@H]1C(=O)N(C3CCCCC3)C(=O)[C@@H]12	-10%	-3.2	1.4	3%	2%	-7%	3%	-1
CN1CCN(C(=O)C23CC4CC(CC(C4)C2)C3)CC1	2%	-0.3	1.7	-1%	1%	0%	1%	-6
O=[N+]([O-])c1ccc(/C=N/NC(=S)Nc2ccccc2F)o1	-15%	-5.5	-4.4	?	?	1%	7%	-61*
O=C(COc1ccc([N+](=O)[O-])cc1)Nc1ccc2c(c1)CCC2	7%	2.1	0.7	-18%	3%	4%	27%	-2
CCC(OC(=O)C1=Cc2ccccc2OC1)C(=O)NCc1ccco1 (configuration not stated)	10%	4.0	-1.3	1%	-12%	5%	4%	3
CC1(c2ccc(Cl)cc2Cl)NC(=O)N(CC(=O)NCCC2=CCCCC2)C1=O (configuration not stated)	0%	-2.2	-2.8	9%	-9%	-2%	2%	3
CC1(C)SC2C(NC(=O)COc3ccccc3)C(=O)N2C1C(=O)O (configuration not stated)	-2%&-1%	0.1&-3.0	0.2&1.4	-6%&0%	-5%&2%	1%&-8%	1%&-1%	-1&1
O=C(c1ccccc1)c1cccc2ccccc12	-6%	0.2	-5.2	-14%	1%	14%	11%	7
O=C(NCCc1ccc(Cl)cc1)c1ccc(CS(=O)Cc2ccccc2Cl)o1 (configuration not stated)	-1%	-3.0	-2.0	6%	-20%	9%	11%	7
CCN(CC)C(=O)c1cccc(-c2csc(C(C)(O)c3ccc(F)c(F)c3)n2)c1 (configuration not stated)	-4%	-1.0	0.4	-16%	2%	-9%	10%	0
COc1ccc(N/C=C/c2nc(SC)nnc2C)cc1	-30%	0.6	-2.8	7%	10%	2%	-34%[inhibitor]	0
CC(NC(=O)c1c(O)c2ccccc2n(C)c1=O)c1ccccc1 (configuration not stated)	6%[57.1 µM]	-0.9	-1.4	4%	-10%	7%	11%	18
Cc1cc(C(=O)CSc2n[nH]c(N)n2)c(C)n1-c1cccc(F)c1	-6%	-1.5	-4.8	-18%	-7%	8%	10%	.
COc1ccccc1/C=C1/SC(=S)N(CCC(=O)Nc2cccnc2)C1=O	-8%	-2.3	1.3	43%[activator]	19%	2%	7%	1
O=C(Cc1ccc([N+](=O)[O-])cc1)Nc1cccc(C(F)(F)F)c1	-3%	0.7	-0.7	-15%	2%	-10%	-7%	11
COC(=O)c1cc(C(=O)CSc2nc(C)cc(C)n2)ccc1O	-2%	-0.4	-5.4	-7%	-3%	2%	1%	-7
SMILES	WRN helicase inh	IL-2 act	CCT chaperon mod	EPAC1 antagonist	PLK1 PBD block	EPAC1 ag	EPAC2 agonist	PI5P4Ka inh
Cc1ccc(/C=N/NC(=O)COc2ccccc2-c2ccccc2)cc1	-2%	-0.7	-2.0	-1%	5%	-17%	-7%	-2
COc1ccc(CNCCS(=O)(=O)NCc2ccccc2)cc1	2%	-0.4	-5.7	-9%	-5%	-22%	1%	4
CCOCCc1nnc(NC(=O)CSc2ccccc2)s1	1%	-1.0	-1.5	11%	?	0%	-3%	1
COC(=O)c1ccc(NC(=O)c2cc3sccc3n2C)cc1	-8%	-1.9	2.5	-15%	-4%	18%	5%	.
O=C(CCC(=O)NNC(=O)c1ccc([N+](=O)[O-])cc1)NCc1ccccc1	11%	0.7	-0.4	2%	-17%	7%	4%	1
Fc1cccc(Cl)c1Cn1nnc2c(N3CCC4(CC3)OCCO4)ncnc21	-8%	0.1	0.0	4%	-12%	17%	4%	1
Cc1c(Cl)cnc(NC(=O)COC(=O)C2CCCC2)c1Cl	0%[11.6 µM]	-0.7	-1.5	-5%	-18%	-4%	4%	?

Already shown: 3 of the compounds above.
SMILES	WRN helicase inh	IL-2 act	CCT chaperon mod	EPAC1 antagonist	PLK1 PBD block	EPAC1 ag	EPAC2 agonist	PI5P4Ka inh
COc1ccc(CNCCS(=O)(=O)NCc2ccccc2)cc1	2%	-0.4	-5.7	-9%	-5%	-22%	1%	4
CCOCCc1nnc(NC(=O)CSc2ccccc2)s1	1%	-1.0	-1.5	11%	?	0%	-3%	1
COC(=O)c1ccc(NC(=O)c2cc3sccc3n2C)cc1	-8%	-1.9	2.5	-15%	-4%	18%	5%	.

Screening data: PubChem BioAssay, National Center for Advancing Translational Sciences (NCATS)
